Compound activity as filed in PubChem.
EP2 modulator: modulates human prostaglandin E2 receptor EP2 signaling | P43116 | EP2-expressing cells, cAMP HTRF FRET, PGE2 co-stimulation | induction, % at 25 µM | actives 0.83% (n = 260,000);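 active = compounds whose cAMP rise, as percent of the full-agonist control response, exceeds 60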;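 note: rat C6 glioma line stably carrying human EP2 under a CMV promoter; the protocol text gives 20 µM as final concentration; 100% = response of wells given 1 µM PGE2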
Target sequence (P43116 whole entry, looked up): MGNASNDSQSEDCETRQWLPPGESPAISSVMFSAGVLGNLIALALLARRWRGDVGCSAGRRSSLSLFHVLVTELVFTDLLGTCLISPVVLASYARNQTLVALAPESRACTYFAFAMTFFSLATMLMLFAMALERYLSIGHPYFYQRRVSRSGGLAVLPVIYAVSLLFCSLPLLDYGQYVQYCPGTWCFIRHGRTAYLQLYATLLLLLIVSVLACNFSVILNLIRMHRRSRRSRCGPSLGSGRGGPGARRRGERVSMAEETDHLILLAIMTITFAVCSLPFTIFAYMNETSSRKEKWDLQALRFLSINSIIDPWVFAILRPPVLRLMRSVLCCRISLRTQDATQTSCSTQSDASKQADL
Hck Nef HTS: blocks Nef-activated human Hck kinase; inhibition, % at 20 µM; Recombinant Hck-YEEI plus Nef, Z-Lyte FRET kinase assay; AID 463187; P08631; actives 0.68% (n = 220,000);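 active = Hck-Nef kinase inhibition above about 50%, limit read from the data; inactive = inhibition below that limit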;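 note: 0% = DMSO with Hck plus Nef and 100% = Hck alone without Nef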
Runt-CBFb FRET: inhibitors of human RUNX1 Runt domain binding to CBFb; actives 0.46% (n = 220,000); inhibition, % at 20 µM; Cerulean-Runt/Venus-CBFb FRET ratio 530/480, 1 h;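 active = inhibition over about 50% at 20 µM in the single-dose screen, limit read from the data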;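 note: 0% = DMSO wells and 100% = excess unlabeled CBFb competitor control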
Target sequence (Q01196 whole entry, looked up, the tested form may be a part): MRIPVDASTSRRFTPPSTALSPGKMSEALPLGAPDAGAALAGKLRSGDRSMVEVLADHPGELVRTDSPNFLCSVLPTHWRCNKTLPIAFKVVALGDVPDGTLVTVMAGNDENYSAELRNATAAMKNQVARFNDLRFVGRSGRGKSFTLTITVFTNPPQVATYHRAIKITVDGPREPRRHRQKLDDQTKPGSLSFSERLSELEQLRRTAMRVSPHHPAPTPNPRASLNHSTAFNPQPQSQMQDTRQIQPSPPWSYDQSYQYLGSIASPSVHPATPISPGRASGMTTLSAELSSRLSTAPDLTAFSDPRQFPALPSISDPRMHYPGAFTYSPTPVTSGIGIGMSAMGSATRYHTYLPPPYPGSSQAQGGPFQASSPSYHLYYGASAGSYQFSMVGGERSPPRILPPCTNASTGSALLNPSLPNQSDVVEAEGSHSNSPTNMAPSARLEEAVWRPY
Target sequence (Q13951 whole entry, looked up, the tested form may be a part): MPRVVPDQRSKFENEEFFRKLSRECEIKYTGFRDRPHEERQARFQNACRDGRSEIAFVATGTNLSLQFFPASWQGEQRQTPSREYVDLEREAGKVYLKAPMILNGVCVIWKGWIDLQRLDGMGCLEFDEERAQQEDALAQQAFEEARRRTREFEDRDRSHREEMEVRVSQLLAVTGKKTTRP
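Doses: 20 µM compound in 1% DMSO | Material: Cerulean-labeled Runt domain protein | Amount: Each fluorescent fusion protein 100 nM | Schedule: Two 1 h room-temperature incubations shielded from light | Measured by: FRET fluorescence | Evaluation: Loss of energy transfer signal | Controls: Unlabeled CBFb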
RBBP9 inhibitor: inhibitors of human serine hydrolase RBBP9; actives 0.2% (n = 220,000); inhibition, % at 7.94 µM; O75884; recombinant RBBP9, FP-Rh probe fluorescence polarization;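 active = inhibition above the campaign mean of all tested compounds plus 3 SD, cut at about 14% in these data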;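 note: plate controls were DMSO wells with RBBP9 for no effect and wells lacking RBBP9 protein for full effect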
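Controls: DMSO-treated enzyme wells and wells lacking RBBP9 | Material: RBBP9 protein | Technique: Fluorescence polarization | Replication: Single well per compound, no replicates | Buffer or medium: Tris-NaCl-Pluronic buffer, pH 8.0 | Timing: 30 min compound preincubation, 45 min probe labeling, 25 °C | Read-out basis: Percent inhibition from mP, scaled between DMSO and no-protein wells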
PERK inhibitor: blocks human PERK kinase | inhibition, % at 5.6 µM | AID 1416 | Q9NZJ5 | CHO PERK-DD fusion, SEAP luminescence translation reporter | actives 0.17% (n = 220,000);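 active = inhibition above the mean inhibition of all tested compounds plus 3 SD, set separately per screening campaign, cut at about 2.9% in these data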;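 note: PERK kinase domain activated by AP20187 dimerizer at 100 nM; 0% = DMSO with dimerizer and 100% = rapamycin at 8.4 µM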
TNF death inh: blocks TNF-alpha induced death of Jurkat FADD-/- cells | Jurkat FADD-/- TNF necroptosis rescue, ATP luminescence, 24 h; 0 = TNF only, 100 = no-TNF cells | actives 0.068% (n = 220,000) | activation (protection from cell death), % at 10 µM;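 active = activation, meaning protection from cell death, of at least 50% relative to plate controls; inactive = activation below 50%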;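 note: necroptosis triggered by 40 ng/mL TNF-alpha added together with compound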
zVAD death inh: blocks zVAD induced death of L929 cells; L929 zVAD necroptosis rescue, ATP luminescence, 24 h; with zVAD 60 µM; viability rescue, % at 10 µM; actives 0.38% (n = 220,000);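 active = activation, scaled between plate controls, above about 75%, limit read from the data; inactive = activation under that limit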;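 note: 0% = zVAD with DMSO and 100% = DMSO alone without zVAD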
Runt-SMMHC FRET: Runt domain-CBFb-SMMHC interaction inhibition; Q01196+Q13951; Cerulean-Runt/Venus-CBFb-SMMHC FRET ratio 530/480, 1 h; inhibition, % at 20 µM; actives 0.74% (n = 220,000);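 active = mean inhibition across duplicate retests at 20 µM reaching about 50%, limit read from the data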;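 note: 0% = DMSO wells and 100% = wells with excess untagged CBFb-SMMHC; inhibitors lower the FRET ratio by blocking Runt binding to CBFb-SMMHC; some results filed as inactive read as strong as hits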
PGE2 EP2 inh: blocks the human prostaglandin E2 receptor EP2. inhibition, % at 25 µM. actives 0.52% (n = 260,000). AID 1422. C6 glioma cells expressing human EP2, cAMP TR-FRET; cells stimulated with saturating PGE2;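 active = percent inhibition above 40 after rounding to a whole number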;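 note: rat C6 glioma host cells with rolipram phosphodiesterase inhibitor present; the protocol text gives 20 µM as final concentration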
Starred values were filed as active, the others as inactive; / = no result given; & = joins results of further samples. The list is partial; rates above refer to the full screens.

SMILES	EP2 modulator	Hck Nef HTS	Runt-CBFb FRET	RBBP9 inhibitor	PERK inhibitor	TNF death inh	zVAD death inh	Runt-SMMHC FRET	PGE2 EP2 inh
Cc1nc2sc(C(c3cccs3)N3CCN(c4ccccc4)CC3)c(O)n2n1 (stereo not given)	/	-3	-1	1	0.2	0.2	1.2	1	12
Cc1ccc(SC(C)c2nc(-c3ccncc3)no2)cc1 (stereo not given)	-37	9	0	7	-0.2	-2.9	-0.1	5	12
CSc1nc2c(c(=O)[nH]1)C(c1cccc(Cl)c1)CC(=O)N2 (stereo not given)	16	20	2	-10	1.7	-0.5	2.4	-2	3
COC(=O)c1cccc(Nc2ncnc3sccc23)c1	-57	-1	-1	-3	-0.6	-0.9	0.9	8	6
Cc1nc(-c2ccc(C(=O)O)cc2)cs1	31	-2	0	-10	0.8	-1.5	-0.2	2	5
O=C(Cn1c(=O)c2c(ncn2Cc2ccccc2)n(Cc2ccccc2)c1=O)NC1CC1	4	0	-1	0	0.9	-4.1	0.1	-1	8
CCC1CCCCN1C(=O)CSc1nnc(-c2c[nH]c3ccccc23)o1 (stereo not given)	-36&-58	-1	-2	-6	-1.3	2.4	0.0	0	0&15
CCCCN(C)CCNC(=O)CSCc1ccc(C)cc1	34	-19	-4	2	0.5	1.4	0.3	2	8
CON(C)c1nc(OCCNC(=O)OCc2ccc(Cl)cc2Cl)nc(N(C)C)n1	7	0	-7	1	-1.6	-0.5	0.5	1	4
Cc1cc(C)nc(Sc2nc(C)nc3c2oc2ccccc23)n1	27	0	-1	1	-0.7	-9.8	-0.8	0	14
Cc1ccoc1C(=O)Nc1ccc(CC(=O)O)cc1	2	1	3	13	1.9	-3.7	0.4	1	6
Cc1ccc(-c2nc3ccccn3c2C=O)cc1	-23	21	1	-2	-0.6	-1.3	1.2	-6	9
CCOC(=O)c1ccc(NC(=O)COC(=O)c2cccc(Oc3ccccc3)c2)cc1	15	1	-1	-10	0.4	0.3	-0.4	0	11
Cc1cccc(C(=O)NNC(=O)c2cccc(C)c2)c1	14	1	-2	0	0.4	0.5	-0.4	0	11
COc1cc2c3nnc(-c4ccccc4)c-3cn(Cc3ccc(F)cc3)c2cc1OC	-8	7	13	2	-0.2	-4.2	3.0	40	13
CC(C)NC(=O)CSc1ccccc1C(=O)NCc1ccc2c(c1)OCO2	-3	-12	3	-4	-0.8	0.3	-0.3	-1	8
O=C(/N=C1\NC(=O)C(F)(C(F)(F)F)S1)NC1CCCCC1 (stereo not given)	10	/	6	/	/	/	/	0	7
COC(=O)/C(C#N)=C/c1c[nH]c2ccccc12	-14	-1	/	-2	-0.6	2.6	52	12	13
NCCCn1cnc2ccccc21	12	6	/	-8	1.0	-0.2	-1.1	0	7
Cc1ccc(CNC(=O)CNS(=O)(=O)c2ccc3nc(C)sc3c2)cc1	-4	6	3	-4	-0.2	2.6	1.0	0	3
Cc1ccc(CN2CCN(/N=C/c3ccc(C(F)(F)F)cc3)CC2)c(C)c1	-13	0	-1	-6	1.2	2.5	-0.1	-3	4
O=C(Nc1ccccc1N1CCCCC1)c1ccco1	64*	5	-2	-3	-0.2	-2.3	0.6	-1	11
O=C(O)CCCC(=O)N1CCN(c2nc(-c3ccccc3)c3ccccc3n2)CC1	19	11	14	-9	0.3	-0.2	0.2	14	8
Cc1cc(C(=O)Nc2nnc(C(F)(F)F)s2)cs1	-14	27	1	6	1.9	1.3	0.3	-1	4
CCCn1c(N)c(C(=O)COc2ccc(Br)cc2F)c(=O)n(C)c1=O	-32	0	-1	-1	-0.5	-0.7	1.8	-3	5

Continuation:
SMILES	EP2 modulator	Hck Nef HTS	Runt-CBFb FRET	RBBP9 inhibitor	PERK inhibitor	TNF death inh	zVAD death inh	Runt-SMMHC FRET	PGE2 EP2 inh
Cc1nnc(SCCOC(N)=O)n1C	11	1	-2	-3	1.5	0.3	5.3	-1	5
Fc1cccc(Cl)c1CSc1ccc(-c2ccco2)nn1	16	19	40	-10	0.2	0.2	1.9	32	7
S=C(NCc1ccco1)N1CCN(C/C=C/c2ccccc2)CC1	-21	14	35	-6	0.9	2.3	2.0	0	9
Cc1ccc(-c2csc(NC(=O)/C=C/c3ccco3)c2C(=O)O)cc1	-14	52*	12	-5	2.9	1.1	0.1	-4	4
CSc1nc(-c2ccco2)nn1S(C)(=O)=O	8	1	2	8	1.6	-0.5	1.0	-2	18
O=C(Cn1cnc2c(cnn2-c2ccc(F)cc2)c1=O)N1CCCc2ccccc21	-64	3	0	2	-0.3	-3.1	0.0	-1	7
COc1ccc2oc(C)c(NC(C)=O)c2c1	0	1	1	-7	0.9	-2.4	0.2	1	4
O=C(CSc1nnc(-c2cccs2)n1-c1ccccc1)N1CCOCC1	0	6	1	-6	1.0	-1.9	-1.0	-2	9
C/C(CC(=O)Nc1ccccc1)=N\NC(=O)COc1ccc(C)cc1Br	-18	6	0	-5	0.9	0.3	-0.8	-3	3
COc1ccc(CCn2cc(C#N)c(=O)[nH]c2=O)cc1OC	15	-2	0	-4	1.2	-0.9	-0.6	-5	6
O=c1cc(-c2ccco2)nc(-c2cccs2)o1	-45	-1	7	-1	1.7	-0.3	1.4	1	14
CCOC(=O)CN(C(=O)COc1nc(C)cc(C)c1C#N)c1ccc(Cl)cc1	13	3	-2	-3	0.0	3.6	-1.1	-4	7
Cc1ccc(C2=NC3(CCCCC3)N=C2SCC(=O)Nc2ccc3c(c2)OCCO3)cc1	7	-3	0	-1	-0.2	4.8	2.1	-1	/
CN(c1ccccc1C(=O)N1CCCC1)S(C)(=O)=O	11	-2	0	8	0.1	0.9	0.7	-1	16
CC(C)C(=O)Nc1ccc(-c2nc3cccnc3o2)cc1	5	1	-2	8	-0.8	-1.5	-0.1	3	11
Nc1ccc(C(=O)Nc2ccc(Nc3ccncc3)cc2)cc1	-40	0	3	-14	0.6	0.5	1.1	-2	2
O=C(COc1ccc(F)cc1)NN1C(=O)CSC1=S	20	19	2	-11	-0.1	-0.4	-1.5	1	9
Cc1onc(-c2c(Cl)cccc2Cl)c1C(=O)NNc1ccccc1	-1	6	3	6	0.8	-3.3	-0.5	-9	10
O=C(O)/C=C/c1cn(-c2ccccc2)nc1-c1cc2ccccc2o1	-54	5	-2	-10	0.7	-0.1	2.3	-5	12
Cc1cc(C)nc(SCc2cccc(C(=O)O)c2)n1	14	0	0	1	0.3	1.0	0.1	3	7
OC(CC1CC12c1ccccc1-c1ncccc12)(c1ccccc1)c1ccccc1 (stereo not given)	47	-10	1	-9	-1.0	2.0	0.1	0	7
Oc1ccc2ccccc2c1N=Nc1ccccc1F	34	8	-6	-4	-0.8	-2.6	-0.3	-8	7
CCN(CC)C(=O)Cn1cc(C(=O)C(=O)NCC2COc3ccccc3O2)c2ccccc21 (stereo not given)	-91	21	-2	-3	0.2	2.0	2.3	-1	11
Cn1c(CO)cnc1SCC(=O)c1ccc(Br)cc1	-2	26	6	0	0.1	-1.6	0.6	2	4
Cc1cc(N)n(-c2ccc([N+](=O)[O-])cc2)n1	9	11	-2	4	0.8	-0.2	1.6	2	9

Additional results follow.
SMILES	EP2 modulator	Hck Nef HTS	Runt-CBFb FRET	RBBP9 inhibitor	PERK inhibitor	TNF death inh	zVAD death inh	Runt-SMMHC FRET	PGE2 EP2 inh
COCCNc1oc(-c2ccc(Cl)cc2)nc1C#N	/	1	-2	-9	-0.5	0.1	-0.1	-3	/
Cc1ccc(NC(=O)c2ccc3ccccc3n2)cc1S(=O)(=O)N(C)C	-41	1	-1	-5	1.9	0.0	5.3	-1	3
COc1ccc(C=O)cc1Cn1c(C)cc(C)c(C#N)c1=O	-18	-4	-5	-3	1.5	-5.2	1.1	-6	8
COc1ccc(CN2C(=O)/C(=C/c3ccc(-c4ccc(Cl)c(C(=O)O)c4)o3)SC2=S)cc1	-54	-17	15	-9	-0.1	-0.4	0.7	-34	25
COc1ccc(C2(CNC(=O)c3ccc(OC)c([N+](=O)[O-])c3)CCOCC2)cc1OC	15	1	-2	-7	-0.2	-2.1	-0.2	1	7
Cc1ccc(/C=N/NC(=O)Cn2cncn2)cc1	6	1	/	1	0.6	-0.9	2.3	2	8
C=CCc1ccc(OCC(O)CN2CCN(Cc3ccc(Cl)cc3)CC2)c(OC)c1 (stereo not given)	-54	3	-2	12	-0.4	0.5	1.8	-8	8
c1ccc(Cn2c(-c3ccccc3)c[n+]3c2SCCC3)cc1	3	15	5	-5	-0.2	-2.4	-1.1	-2	7
Cn1c(=O)c2c(nc(CN3CCN(c4ccccc4F)CC3)n2CCCc2ccccc2)n(C)c1=O	/	12	/	-3	-0.8	-0.6	0.5	/	11
CCCn1c(SCC(=O)c2cc(OC)ccc2OC)nnc1-c1ccco1	-3	1	1	0	-1.5	0.2	-0.4	-4	11
CCOc1ccc(C(F)(F)F)cc1NC(=O)c1ccc(OC)c([N+](=O)[O-])c1	-16	0	-4	7	2.7	-1.4	0.0	-2	8
CN(CC(=O)NCCc1ccccc1)S(=O)(=O)c1cccs1	-13	0	-2	-3	0.4	0.6	2.2	2	19
CCOc1ccc(N=C2NC(=O)S/C2=C\c2ccc(O)cc2)cc1	-17	-1	/	-2	1.6	-10	1.8	-16	9
CN(Cc1nccn1C)C(=O)CCc1nnc(CCC2CCCCC2)o1	3	29	/	1	-0.2	0.3	0.3	/	5
COc1ccc(C(=S)N2CCCCC2)cc1Br	3	2	1	3	-0.1	0.2	2.1	2	13
CCOC(=O)C1CCN(S(=O)(=O)c2cccc(-c3cn4cccc(C)c4n3)c2)CC1	-72	1	-8	-6	0.2	-9.0	-0.1	-3	23
CC(C)CC(=O)Nc1ccc(-c2nnn(CC(=O)NCc3ccco3)n2)cc1	-25	0	1	1	0.2	5.2	6.5	3	4
CCOc1ccccc1-c1n[nH]c(=S)o1	41	0	5	-6	-0.8	0.0	0.4	-2	40*
Cc1ccc(NC(=S)N(CCN2CCOCC2)Cc2cc3cc4c(cc3[nH]c2=O)OCO4)cc1	-15	-8	-42	4	1.4	1.2	0.0	-17	3
O=C(Cc1ccc2c(c1)OCCO2)c1c(O)cc(O)cc1O	-14	3	-1	-5	1.8	0.0	1.8	0	17
O=C(CSc1ncnc2c1oc1ccccc12)c1cccs1	36	2	-1	6	1.4	-1.7	0.7	-2	/
CCCc1cc(=O)[nH]c(SCc2cccc(C)c2)n1	32	5	-1	-11	1.2	-0.3	0.1	2	8
COc1ccc2c(c1OC)C[N+]1([O-])CCc3cc4c(cc3C1C2)OCO4 (stereo not given)	16	23	2	/	/	0.9	-0.3	-4	18
c1ccc(CSc2nnc([C@@H]3CCCN3)o2)cc1	28	2	-4	-2	1.3	0.2	-0.1	0	0
O=C(O)CC/C(=N/NC(=O)CNC(=O)Cc1ccccc1)c1ccccc1	7	-3	2	2	1.2	1.6	-0.6	-3	5
